BoNT-F LC inh = inhibitors of Botulinum neurotoxin F light chain protease; Multiplex microsphere protease cleavage assay, flow cytometry; inhibition, % at 10 µM; 360,000 tested, 0.22% active; AID 588497; in the data active means inhibition above about 35%, passing the limit was not always enough; inconclusive means no clear call, values can overlap the other calls; further: plate controls were buffer without enzyme for full effect and enzyme alone for no effect
UGM FP inh = inhibitors of M. tuberculosis UDP-galactopyranose mutase; 320,000 tested, 0.06% active; purified UGM, fluorescence polarization probe displacement; P9WIQ1; inhibition, % at 10 µM; in the data active means inhibition above about 10%, passing the limit was not always enough; inconclusive means no clear call, values can overlap the other calls
Target sequence (P9WIQ1 whole entry, looked up): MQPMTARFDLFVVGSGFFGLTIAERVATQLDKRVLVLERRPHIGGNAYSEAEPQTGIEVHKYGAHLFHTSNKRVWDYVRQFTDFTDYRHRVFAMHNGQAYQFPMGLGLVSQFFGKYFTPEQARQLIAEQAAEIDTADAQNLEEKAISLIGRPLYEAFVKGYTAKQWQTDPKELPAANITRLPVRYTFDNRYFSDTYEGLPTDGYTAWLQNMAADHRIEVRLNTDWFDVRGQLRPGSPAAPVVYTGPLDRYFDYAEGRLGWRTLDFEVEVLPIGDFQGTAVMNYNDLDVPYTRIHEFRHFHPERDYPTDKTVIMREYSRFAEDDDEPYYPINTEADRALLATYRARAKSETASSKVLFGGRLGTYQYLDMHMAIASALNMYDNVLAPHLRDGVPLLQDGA
FadD28 binding = M. tuberculosis FadD28 bisubstrate binding inhibition; FadD28 bisubstrate probe binding, fluorescence polarization; inhibition, % at 12.5 µM; 360,000 tested, 0.22% active; in the data active means inhibition above about 8.5%, passing the limit was not always enough; inconclusive means no clear call, values can overlap the other calls
BioA inh = blocks M. tuberculosis BioA enzyme activity. 360,000 tested, 0.096% active. purified M. tuberculosis BioA enzyme, plate reader. inhibition, % at 9.99 µM; in the data active means inhibition above about 40%; inconclusive means no clear call, values can overlap the other calls
GDH-TPI counter = counter-screen for M. tuberculosis FBA inhibitors: GDH-TPI coupled enzymes | GDH-TPI coupled enzyme counterscreen, NADH absorbance | inhibition, % at 4.8 µM | AID 588335 | 360,000 tested, 1.2% active;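 further: 0% = DMSO wells and 100% = wells lacking the enzyme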
CCHFV vOTU inh = blocks the CCHF virus ovarian tumor domain protease. CCHFV vOTU protease, Pep-AMC fluorescence. AID 651958. inhibition, % at 11.5 µM. 370,000 tested, 0.55% active; further: 0% = vehicle wells with enzyme and 100% = no enzyme wells
BoNT-A LC inh2 = blocks Botulinum neurotoxin A light chain protease. 360,000 tested, 0.17% active. multiplex microsphere protease substrate cleavage, flow cytometry. inhibition, % at 10 µM. AID 588499; in the data active means inhibition above about 30%; inconclusive means no clear call, values can overlap the other calls; further: plate controls were buffer without enzyme for full effect and enzyme alone for no effect
FBA Mtb inh = Mtb fructose-bisphosphate aldolase inhibition | purified M. tuberculosis FBA, fluorescence read-out | inhibition, % at 1 µM | 360,000 tested, 2.3% active; in the data active means inhibition above about 27%;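 further: 0% = vehicle and 100% = reference inhibitor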
Target sequence (P9WQA3 whole entry, looked up): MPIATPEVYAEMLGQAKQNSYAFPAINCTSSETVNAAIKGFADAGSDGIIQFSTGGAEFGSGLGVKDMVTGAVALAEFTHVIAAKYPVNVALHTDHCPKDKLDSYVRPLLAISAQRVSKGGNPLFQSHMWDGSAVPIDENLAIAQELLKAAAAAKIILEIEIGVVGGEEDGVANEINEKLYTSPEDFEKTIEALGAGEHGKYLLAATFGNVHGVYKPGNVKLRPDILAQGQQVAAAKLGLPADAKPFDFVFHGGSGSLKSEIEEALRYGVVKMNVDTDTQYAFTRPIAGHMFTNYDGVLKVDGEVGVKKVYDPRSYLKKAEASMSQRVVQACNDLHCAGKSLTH
PrPC TRFRET = reduces human prion protein on the cell surface; P04156; cell surface PrPC, TR-FRET read-out; inhibition, % at 13.8 µM; 370,000 tested, 0.43% active; in the data active means inhibition above about 24%; further: 0% = median of the test wells and 100% = reference compound wells
* marks the source's active call; other numbers are inactive results; u = inconclusive; x = not tested or not shown; & = joins results of further samples. Unless noted, no stated cut-off is given here; in the data, active means inhibition above about 30%; inactive means the rest.

smiles	BoNT-F LC inh	UGM FP inh	FadD28 binding	BioA inh	GDH-TPI counter	CCHFV vOTU inh	BoNT-A LC inh2	FBA Mtb inh	PrPC TRFRET
Nc1nonc1C(=O)NCCNc1ccc([N+](=O)[O-])cc1	u	-1.0	-1.1	-1.9	9	0	3.0	-2	-9
COc1cc(/C=N/N=C(\N)c2nonc2N)ccc1O	-2	4.5	0.8	x	18	14	-0.1	-4	-9
OCCCN1CCN(CCOc2ccccc2-c2ccccc2)CC1	-11	0.6	-3.5	x	3	3	-0.4	0	-7
CCc1nn2cc(C(=O)c3cc(Cl)ccc3O)cnc2c1-c1ccc(F)cc1	-18	x	-0.9	x	-1	5	-2.1	0	4
O=C(CN1CCCc2ccccc21)N/N=C/c1ccc(O)cc1O	-11	1.3	1.5	-1.2	24	2	0.1	1	3
C=CCNC(=O)C1CC(=O)N(c2ccc(OCC(=O)N3CCCC3)cc2)C1 (configuration not stated)	0	-0.5	0.7	-5.3	-4	1	-0.6	8	0
O=C1NC2(CCCCC2)C(=O)N1CC(=O)N(Cc1ccccc1)c1ccccc1	-4	2.1	-1.6	0.2	3	8	1.3	0	-1
O=[N+]([O-])c1cccc(C2CC(c3ccccc3)=NN2c2ccccc2)c1 (configuration not stated)	0	1.1	-0.5	1.5	19	-9	0.4	0	2
CC(=O)c1ccc(C(=O)NC2CCCN(Cc3ccccc3F)C2)s1 (configuration not stated)	0	1.2	-1.5	46*	-1	-8	2.0	3	-7
COc1ccccc1NC(=O)Cc1nnc(SCC(=O)Nc2ccccc2F)n1C	-5	0.1	-0.6	-0.3	1	9	-0.3	0	-1
CC(=O)NCCn1c(SCc2cc(=O)n3cc(Cl)ccc3n2)nc2ccccc2c1=O	4	0.8	1.7	5.5	10	0	u	4	-6
CC1Cc2ccccc2N1C(=O)CN1C(=O)CN(C)C(=O)c2ccccc21 (configuration not stated)	17	1.0	-3.4	0.2	-3	18	1.4	-1	-2
CCOC(=O)[C@H]1[C@H]2COc3cc(OC)ccc3[C@@H]2N2C(=O)CN(CC3CCCO3)C(=O)[C@@]12C (some centres not stated)	-4	-2.0	-0.4	-0.3	6	-11	-0.6	-1	-2
Fc1ccc(N/N=C/c2ccncc2)c(F)c1	-2	-0.7	0.2	0.9	20	10	-0.2	-3	15
CCOc1cc(C2C3=C(CCCC3=O)N(C)C3=C2C(=O)CCC3)cc(Cl)c1O	-28	-1.6	2.5	-1.1	-2	-1	-2.1	6	-1
Cc1cc(C(=O)NNC(=O)Nc2ccc(Cl)cc2)no1	-6	-1.2	-1.2	-1.2	-1	-2	-0.3	3	1
CCc1cc(C(=O)OC)c(NC(=O)CC2Nc3cc(C)c(C)cc3NC2=O)s1 (configuration not stated)	2	-3.8	0.2	x	0	8	1.0	3	3
COc1ccccc1C(O)c1ncc(-c2cccc(C(F)(F)F)c2)[nH]1 (configuration not stated)	-4	x	-2.8	1.8	-5	0	-0.1	-3	-1
CC(C)(C)C(=O)NC(CC(=O)O)c1ccccc1 (configuration not stated)	-1	-1.6	-0.7	-1.3	3	-13	0.5	-2	5
CCn1c(SCc2nc(-c3ccccc3)no2)nc2ccccc21	-4	1.5	-1.2	2.0	-17	6	-0.3	-1	-3
C=CCn1c2ccccc2c2nnc(SCCCn3c(=O)[nH]c4ccccc43)nc21	0	x	-7.4	1.0	1	31*	0.1	1	2
CCCOc1ccc(C(=O)CCN2CCN(C(=O)OCC)CC2)cc1	-5	x	-1.7	0.1	-2	6	-2.1	1	-1
O=C(NC(=S)Nc1ccc(Cc2ccncc2)cc1)c1ccc(F)cc1	0	-1.3	-0.3	x	-4	0	-0.9	-4	7
COC(=O)c1c(NC(=O)CSc2ncnc3[nH]ncc23)sc2c1CCC2	0	-0.4	-2.5	x	-5	10	-1.1	2	2
COc1cccc(CN2CCN(Cc3cccn3-c3cccnc3)CC2CCO)c1 (configuration not stated)	3	-2.6	-2.6	x	10	3	0.8	2	-6
COc1cc(C(=O)Nc2cc(Cl)ccc2C)c(-n2cnnn2)cc1OC	6	-1.1	-1.4	-2.4	2	3	1.0	3	3
Cc1cc(SCc2ccccc2)nc(=O)[nH]1	-25	5.0	0.4	0.0	-9	-8	-0.1	-3	-1
CCN(C(C)=O)c1ccc(Oc2nc(OC)cc(OC)n2)cc1	-4	-1.6	-3.1	x	-6	3	0.1	1	13
CC(=O)OCc1cc(-c2nn(C)c(=O)c3ccccc23)ccc1C	-6	3.9	-2.0	x	-5	9	-0.6	-2	2
CCOc1ccc(C(=O)N2CCN(c3cccc(C)c3C)CC2)cc1	-6	-0.2	-1.3	1.8	4	5	-2.5	0	0
O=C(COC(=O)C1CC(=O)N(Cc2ccccc2)C1)Nc1cccc([N+](=O)[O-])c1 (configuration not stated)	-14	-3.0	-5.3	2.3	-9	-3	-1.1	-1	-20
O=S(=O)(/N=C(/Nc1cccc2ccccc12)c1ccccc1)c1ccccc1	-4	-1.4	-2.0	-0.8	-10	10	0.8	-3	9
Cc1ccc(C(=O)N2CCN(S(=O)(=O)c3ccc(C)cc3)CC2)cc1	3	-1.0	-1.4	x	4	4	0.6	0	5
Cc1cccc(Nc2nnc(SCC(=O)Nc3cccc(S(=O)(=O)N4CCCCC4)c3)s2)c1	-8	-2.8	-1.2	-0.7	-4	16	0.0	0	-4
COc1ccc(-n2c(=O)c(CCC(=O)N(C)Cc3ccccc3C)nc3ccccc32)cc1	-3	1.0	-4.3	x	-9	-5	1.8	1	-5
C[C@@H]1CN([C@@H](C)CO)C(=O)c2cc(NC(=O)C3CCCCC3)ccc2O[C@@H](C)CCCCO[C@@H]1CN(C)C(=O)CCCN(C)C	-5	x	-1.7	-0.8&2.4	-1	1	-0.4	1	6
Cc1ccc(S(=O)(=O)NCC(=O)OCC(=O)N2N=C(c3ccc(Cl)cc3)CC2c2ccco2)cc1C (configuration not stated)	-1	2.0	-0.9	-3.0	5	3	-0.5	0	-3
Cc1ccc(NC(=O)C2C3C=CC4(O3)C2C(=O)N(CCCN2CCOCC2)C4C(=O)NC2CCCCC2)cc1Cl (configuration not stated)	13	-0.7	-3.3	-0.7	1	6	2.3	-7	4
Cc1ccc(OCCCC(=O)Nc2nnc(C3CCCO3)s2)c(C)c1 (configuration not stated)	-3	-0.1	-3.0	x	1	-8	0.2	-6	6
O=C(NCCCN1CCC(Cc2ccccc2)CC1)c1ccc(CS(=O)c2ccccc2Cl)o1 (configuration not stated)	-11	x	-0.6	-1.1	6	1	0.2	0	-5

Reformatted as labelled records: part of the list above.
Molecule: O=[N+]([O-])c1cccc(C2CC(c3ccccc3)=NN2c2ccccc2)c1 (configuration not stated)
  BoNT-F LC inh: 0	UGM FP inh: 1.1	FadD28 binding: -0.5	BioA inh: 1.5	GDH-TPI counter: 19	CCHFV vOTU inh: -9	BoNT-A LC inh2: 0.4	FBA Mtb inh: 0	PrPC TRFRET: 2
Molecule: CC(=O)c1ccc(C(=O)NC2CCCN(Cc3ccccc3F)C2)s1 (configuration not stated)
  BoNT-F LC inh: 0	UGM FP inh: 1.2	FadD28 binding: -1.5	BioA inh: 46*	GDH-TPI counter: -1	CCHFV vOTU inh: -8	BoNT-A LC inh2: 2.0	FBA Mtb inh: 3	PrPC TRFRET: -7
Molecule: COc1ccccc1NC(=O)Cc1nnc(SCC(=O)Nc2ccccc2F)n1C
  BoNT-F LC inh: -5	UGM FP inh: 0.1	FadD28 binding: -0.6	BioA inh: -0.3	GDH-TPI counter: 1	CCHFV vOTU inh: 9	BoNT-A LC inh2: -0.3	FBA Mtb inh: 0	PrPC TRFRET: -1

The results go on.
smiles	BoNT-F LC inh	UGM FP inh	FadD28 binding	BioA inh	GDH-TPI counter	CCHFV vOTU inh	BoNT-A LC inh2	FBA Mtb inh	PrPC TRFRET
CC(CN1CCCCC1)OC(=O)Cc1ccc(Cl)cc1 (configuration not stated)	-16	0.7	-0.7	-1.2	-1	12	0.4	6	-2
CCCCCCC1CCC(c2nc(-c3ccncc3)no2)CC1 (configuration not stated)	-3	-0.4	-0.5	1.8	3	-2	-0.2	3	-5
Oc1ccc(C[C@H]2CN([C@@H](Cc3ccccc3)CN3CCC[C@@H]3CN3C(=S)NC[C@@H]3Cc3ccccc3)C(=S)N2CC2CCCCC2)cc1	-6	x	-5.0	-1.5	x	17	-1.0	-4	3
Cc1ccccc1SCC(=O)NCCCn1ccnc1	1	3.1	-4.7	0.2	-5	-11	3.0	-7	6
c1ccc(C(c2ccccc2)c2ccncc2)cc1	-10	x	-2.9	-0.3	4	11	-0.7	0	4
Cc1ccc(S(=O)(=O)N2CCCCC2)cc1C(=O)N(C)CC(=O)Nc1ccc(Cl)c(C(F)(F)F)c1	-1	-8.5	-9.1	1.0	-1	2	-1.9	-3	-2
COc1cccc(NC(=O)N(Cc2cc3cc(C)cc(C)c3[nH]c2=O)CC2COCCO2)c1 (configuration not stated)	8	2.3	-2.2	0.9	6	21	-0.2	3	3
COc1cccc(-c2cc(C(=O)NC3CCCCC3)no2)c1	-2	4.1	-3.7	1.7	-9	5	-0.8	-1	-7
Cc1c(NC(=O)COC(=O)C2CC3C=CC2C3)c(=O)n(-c2ccccc2)n1C (configuration not stated)	-3	0.5	-0.6	-1.3	-4	3	-0.2	-2	-4
COc1ccc(Cn2c(=O)n(Cc3ccco3)c(=N)c3c4c(sc32)COC(C)(C)C4)cc1	-15	3.1	-4.0	-6.0	6	6	-0.2	-1	12
COc1cc2c(cc1OC)CN(CC(=O)Nc1ccccc1SC)CC2	2	-1.7	-0.5	x	-1	7	1.3	1	2
COc1ccc(NC(=O)N(CCCN(C)C)Cc2cc3cc(OC)ccc3[nH]c2=O)cc1	-3	3.0	-4.5	1.0	18	10	0.0	4	3
CNC(=S)N/N=C/c1ccc(C(C)C)cc1	-4	3.1	-1.9	1.1	19	6	-1.0	1	4
Nn1cnc2c([nH]c3ccccc32)c1=O	-3	1.1	-0.8	x	0	-1	-0.5	8	0
Clc1ccccc1CNC1CN2CCC1CC2 (configuration not stated)	-6	1.5	-2.3	x	-6	2	-0.4	1	0
O=c1oc2ccccc2c(O)c1C=Nc1cccnc1	-8	0.5	-0.9	x	9	-4	-1.0	4	8
CCC1CCC(NC(=O)Nc2cccc(OC)c2)CC1 (configuration not stated)	2	3.3	-1.6	0.5	0	2	0.1	-2	15
COc1cccc(Nc2nnc(SCC3CCCCO3)s2)c1 (configuration not stated)	3	-7.8	1.1	x	-5	1	0.1	5	3

Screens as filed in PubChem BioAssay.
